Assay outcomes (PubChem)
HKDC1 inhibitor – HKDC1 (human) hexokinase inhibition; Q2TB90; recombinant HKDC1, G6PDH/diaphorase resazurin coupled fluorescence; inhibition, % at 20 µM; 340,000 tested, 0.16% active;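 active = inhibition above about 35% when tested at 20 µM, limit read from the data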;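 note: plate controls were DMSO wells with enzyme for no effect and DMSO wells lacking enzyme for full effect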
Target sequence (Q2TB90 whole entry, looked up): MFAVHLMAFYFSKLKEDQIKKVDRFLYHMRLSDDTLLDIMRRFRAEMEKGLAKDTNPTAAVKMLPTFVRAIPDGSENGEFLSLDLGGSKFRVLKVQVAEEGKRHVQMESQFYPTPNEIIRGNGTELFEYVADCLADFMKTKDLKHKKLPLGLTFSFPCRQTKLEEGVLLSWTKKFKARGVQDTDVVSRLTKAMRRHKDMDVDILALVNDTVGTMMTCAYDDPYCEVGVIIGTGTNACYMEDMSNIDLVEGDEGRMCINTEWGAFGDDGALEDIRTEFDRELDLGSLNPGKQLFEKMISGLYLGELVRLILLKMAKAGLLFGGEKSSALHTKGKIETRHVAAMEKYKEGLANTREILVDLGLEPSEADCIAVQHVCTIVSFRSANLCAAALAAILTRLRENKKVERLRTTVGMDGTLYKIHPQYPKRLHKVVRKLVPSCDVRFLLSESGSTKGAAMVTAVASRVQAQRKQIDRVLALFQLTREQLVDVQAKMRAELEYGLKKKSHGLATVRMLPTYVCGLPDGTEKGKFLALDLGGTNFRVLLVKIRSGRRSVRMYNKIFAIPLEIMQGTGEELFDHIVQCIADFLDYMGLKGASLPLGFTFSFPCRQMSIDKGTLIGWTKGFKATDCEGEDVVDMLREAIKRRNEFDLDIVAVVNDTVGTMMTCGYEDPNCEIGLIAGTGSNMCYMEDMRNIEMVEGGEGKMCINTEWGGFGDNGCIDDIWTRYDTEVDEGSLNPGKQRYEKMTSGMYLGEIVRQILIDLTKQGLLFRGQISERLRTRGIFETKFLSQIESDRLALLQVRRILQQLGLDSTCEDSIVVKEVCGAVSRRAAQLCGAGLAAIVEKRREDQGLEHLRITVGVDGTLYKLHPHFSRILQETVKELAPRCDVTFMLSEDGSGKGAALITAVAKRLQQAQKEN
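Test system: recombinant HKDC1 (HK5) hexokinase enzyme, produced in-house; Amount: enzyme 5 µg/mL final; Buffer or medium: Tris pH 8.0 buffer with MgCl2, Tween-20, BSA, BME; Reagent: glucose and ATP substrates; Doses: 20 µM test compound, 1% DMSO; Incubation: 90 min reaction incubation at room temperature, dark; Detection: resorufin fluorescence at 613 nm.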
hIAP block – blocks human intestinal alkaline phosphatase; purified IAP, CDP-Star luminescence, 30 min; 330,000 tested, 0.12% active; inhibition, % at 10 µM;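 active = inhibition reaching a set limit with compound at 10 µM in the primary screen, cut at about 35% in these data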;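 note: plate controls were DMSO wells with enzyme for no effect and no-enzyme buffer wells for full effect; values of inactives mirror those of a sister screen read the other way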
PfG6PD inh – PfG6PD (Plasmodium falciparum) enzyme inhibition; PfGluPho enzyme, NADPH resazurin-diaphorase fluorescence; inhibition, % at 20 µM; 350,000 tested, 0.78% active; AID 504690;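 active = inhibition reaching at least a set limit at 20 µM in the primary screen, cut at about 59% in these data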;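 note: 0% = DMSO wells with substrate and 100% = DMSO wells lacking glucose-6-phosphate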
hIAP act – human IAP activation; P09923; purified human IAP, CDP-Star luminescence, 30 min; active compounds read high; 1 = vehicle-only enzyme, 0 = enzyme-free background; activation factor at 10 µM; 330,000 tested, 0.16% active; AID 2524;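 active = activation factor of the enzyme at least 2-fold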; note: the source names both 10 and 20 µM as test concentration; values of inactives mirror those of a sister screen read the other way
ATG4B inhibitor – blocks human ATG4B protease cleavage of LC3 substrate; Q9Y4P1; ATG4B cleavage of LC3-PLA2, NBD-HPC fluorescence, 1 h; inhibition, % at 8.33 µM; 340,000 tested, 0.51% active; in the data active = inhibition above about 40%
mIAP act – mouse IAP activation. muIAP, CDP-Star luminescence, 30 min; active compounds read high; 1 = vehicle-only enzyme signal, 0 = enzyme-free wells. activation factor at 10 µM. 330,000 tested, 0.24% active. AID 2805;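 active = activation factor of at least 2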; note: the source names both 10 and 20 µM as test concentration; values of inactives mirror those of a sister screen read the other way
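Assay system: mouse IAP enzyme; Reagent: CDP-Star chemiluminescent phosphatase substrate; Compound: DMSO-dissolved test compounds; Incubation: 30 min, room temperature; Technique: luminescence from enzymatic CDP-Star hydrolysis; Controls: DMSO-only wells and no-enzyme negative control.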
APOBEC3A inh – human APOBEC3A DNA deaminase inhibition; recombinant A3A, FAM/TAMRA ssDNA deamination fluorescence; inhibition, % at 20 µM; P31941; 330,000 tested, 0.41% active;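 active = at least 40% inhibition at 20 µM here, with at most 30% in a related deaminase screen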;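 note: plate controls were A3A with DMSO for no effect and wells lacking A3A enzyme for full effect; some results filed as inactive read as strong as hits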
Target sequence (P31941 whole entry, looked up): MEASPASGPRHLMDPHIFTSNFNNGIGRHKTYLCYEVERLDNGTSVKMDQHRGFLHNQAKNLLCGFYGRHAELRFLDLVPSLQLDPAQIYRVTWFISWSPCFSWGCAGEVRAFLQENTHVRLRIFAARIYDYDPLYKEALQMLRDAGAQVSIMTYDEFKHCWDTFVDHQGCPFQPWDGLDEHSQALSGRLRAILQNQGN
mIAP inh – mouse IAP inhibition | purified mouse IAP, CDP-Star luminescence, 30 min | inhibition, % at 10 µM | 330,000 tested, 0.2% active;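 active = inhibition of at least 40% at 10 µM in the primary screen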;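 note: plate controls were DMSO with enzyme for no effect and no enzyme wells for full effect; values of inactives mirror those of a sister screen read the other way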
Active calls of the source: *.

For O/N=C1\CC(O)Cc2nonc21 (stereo not given) the results were HKDC1 inhibitor 0, hIAP block 6, PfG6PD inh -7, hIAP act 0.94, ATG4B inhibitor -12, mIAP act 0.91, APOBEC3A inh -2 and mIAP inh 9.
CCC(C)NC(=O)C1(C)CCC(=O)N1CCc1ccc(OC)c(OC)c1 (stereo not given) was read as HKDC1 inhibitor -6, hIAP block 9, PfG6PD inh -4, hIAP act 0.91, ATG4B inhibitor 16, mIAP act 0.95, APOBEC3A inh 0 and mIAP inh 5.
Screening Cc1cc(=S)[nH]c2ccccc12 returned HKDC1 inhibitor -5, hIAP block 2, PfG6PD inh 56, hIAP act 0.98, ATG4B inhibitor -3, mIAP act 0.95, APOBEC3A inh -2 and mIAP inh 5.
For Cc1ccc(C(=O)NCC(=O)NCC(=O)OCC(=O)c2ccc(F)cc2)cc1 the results were HKDC1 inhibitor -11, hIAP block -32, PfG6PD inh 13, hIAP act 1.3, ATG4B inhibitor 9, mIAP act 0.92, APOBEC3A inh -2 and mIAP inh 8.
COc1ccc(Nc2nc(Cl)nc(NCCO)n2)cc1 was read as HKDC1 inhibitor -8, hIAP block -7, PfG6PD inh -7, hIAP act 1.1, ATG4B inhibitor -14, mIAP act 1, APOBEC3A inh 3 and mIAP inh -2.
COC(=O)c1ccc(OCC(=O)N2CCCc3ccccc32)cc1 was read as HKDC1 inhibitor -1, hIAP block 10, PfG6PD inh 7, hIAP act 0.9, ATG4B inhibitor 3, mIAP act 1, APOBEC3A inh 2 and mIAP inh 0.
CCOC(=O)c1cc(NC(=O)c2ccoc2C)cc(C(=O)OCC)c1 was read as HKDC1 inhibitor 18, hIAP block -5, PfG6PD inh 18, hIAP act 1.1, ATG4B inhibitor 10, mIAP act 0.92, APOBEC3A inh 2 and mIAP inh 8.
`O=C(NCC1CCCO1)C(c1ccc(F)cc1)N(C(=O)Cn1nnc(-c2ccc(F)cc2)n1)c1cccc(O)c1` (stereo not given) gave HKDC1 inhibitor 5, hIAP block -3, PfG6PD inh -9, hIAP act 1, ATG4B inhibitor -7, mIAP act 0.99, APOBEC3A inh -4 and mIAP inh 1.
Screening CCCCOC(=O)C1=C(C)Nc2ncnn2C1c1cccc(OC)c1 (stereo not given) returned HKDC1 inhibitor -2, hIAP block 11, PfG6PD inh 28, hIAP act 0.89, ATG4B inhibitor -6, mIAP act 0.97, APOBEC3A inh -3 and mIAP inh 3.
For CC(NC(=O)c1cccs1)c1n[nH]c(=S)n1C (stereo not given) the results were HKDC1 inhibitor -10, hIAP block 5, PfG6PD inh 18, hIAP act 0.95, ATG4B inhibitor -2, mIAP act 1, APOBEC3A inh -1 and mIAP inh -5.
`CC1CCCN(S(=O)(=O)c2ccc(NC(=O)CNC3CCCC3)cc2)C1` (stereo not given) gave HKDC1 inhibitor -3, hIAP block 10, PfG6PD inh -14, hIAP act 0.9, ATG4B inhibitor 1, mIAP act 0.96, APOBEC3A inh 2 and mIAP inh 4.
COc1ccc(S(=O)(=O)N2CCCCC2)cc1NC(=O)c1ccc(=O)[nH]c1 was read as HKDC1 inhibitor 17, hIAP block 20, PfG6PD inh -20, hIAP act 0.81, ATG4B inhibitor 0, mIAP act 0.94, APOBEC3A inh -1 and mIAP inh 6.

Of the compounds above, these have an NH in an aromatic ring.
Screening Cc1cc(=S)[nH]c2ccccc12 returned HKDC1 inhibitor -5, hIAP block 2, PfG6PD inh 56, hIAP act 0.98, ATG4B inhibitor -3, mIAP act 0.95, APOBEC3A inh -2 and mIAP inh 5.
For CC(NC(=O)c1cccs1)c1n[nH]c(=S)n1C (stereo not given) the results were HKDC1 inhibitor -10, hIAP block 5, PfG6PD inh 18, hIAP act 0.95, ATG4B inhibitor -2, mIAP act 1, APOBEC3A inh -1 and mIAP inh -5.
COc1ccc(S(=O)(=O)N2CCCCC2)cc1NC(=O)c1ccc(=O)[nH]c1 was read as HKDC1 inhibitor 17, hIAP block 20, PfG6PD inh -20, hIAP act 0.81, ATG4B inhibitor 0, mIAP act 0.94, APOBEC3A inh -1 and mIAP inh 6.

(next part)
Screening O=C(Nc1ccc(F)c(Cl)c1)Nc1ccc(Cl)cn1 returned HKDC1 inhibitor -7, hIAP block 1, PfG6PD inh -6, hIAP act 0.99, ATG4B inhibitor -5, mIAP act 1, APOBEC3A inh -1 and mIAP inh -5.
`Cc1ccc(C(=O)Nc2nnc(S(=O)(=O)N3CCOCC3)s2)cc1` gave HKDC1 inhibitor -4, hIAP block 2, PfG6PD inh 101*, hIAP act 0.98, ATG4B inhibitor -2, mIAP act 1, APOBEC3A inh -2 and mIAP inh -4.
For CCOc1ccccc1N(CC(=O)Nc1ccccc1C(=O)O)S(C)(=O)=O the results were HKDC1 inhibitor -10, hIAP block 5, PfG6PD inh 5, hIAP act 0.95, ATG4B inhibitor 3, mIAP act 0.93, APOBEC3A inh -2 and mIAP inh 7.
`O=C(c1cc([N+](=O)[O-])cc([N+](=O)[O-])c1)N1CCCc2ccccc21` gave HKDC1 inhibitor 4, hIAP block 4, PfG6PD inh 10, hIAP act 0.96, ATG4B inhibitor -3, mIAP act 0.99, APOBEC3A inh 1 and mIAP inh 1.
Screening O=C(/C=C/c1cccc([N+](=O)[O-])c1)NCCSCc1ccccc1Cl returned HKDC1 inhibitor -1, hIAP block -10, PfG6PD inh 12, hIAP act 1.1, ATG4B inhibitor 24, mIAP act 0.95, APOBEC3A inh -1 and mIAP inh 5.
For CC(=O)N1CCN(C(=O)c2cc(S(=O)(=O)N(C)Cc3ccccc3)ccc2Cl)CC1 the results were HKDC1 inhibitor -1, hIAP block -3, PfG6PD inh 3, hIAP act 1, ATG4B inhibitor 2, mIAP act 0.96, APOBEC3A inh -5 and mIAP inh 4.
`CC(C)CNc1nc(N)c([N+](=O)[O-])c(NC2CCCCC2)n1` gave HKDC1 inhibitor 0, hIAP block 6, PfG6PD inh 13, hIAP act 0.94, ATG4B inhibitor -7, mIAP act 0.94, APOBEC3A inh -2 and mIAP inh 6.
CC(C)CCN1CCN(Cc2nc(-c3ccccc3)cs2)CC1CCO (stereo not given) was read as HKDC1 inhibitor 16, hIAP block 1, PfG6PD inh -1, hIAP act 0.99, ATG4B inhibitor 5, mIAP act 0.98, APOBEC3A inh -3 and mIAP inh 2.
For COc1ccc(S(=O)(=O)NC(CC(=O)NC2CCCC2)c2ccco2)cc1 (stereo not given) the results were HKDC1 inhibitor 5, hIAP block 2, PfG6PD inh -4, hIAP act 0.98, ATG4B inhibitor -1, mIAP act 0.93, APOBEC3A inh -4 and mIAP inh 7.
`CCC(=O)Nc1cccc(-c2csc(-c3ccccc3)n2)c1` gave HKDC1 inhibitor -8, hIAP block 7, PfG6PD inh -2, hIAP act 0.93, ATG4B inhibitor -11, mIAP act 0.97, APOBEC3A inh -3 and mIAP inh 3.
Screening Cc1ccc(-c2nn(-c3ccccc3)cc2/C=N/NC(=O)c2ccncc2)o1 returned HKDC1 inhibitor -9, hIAP block -2, PfG6PD inh 60*, hIAP act 1, ATG4B inhibitor -29, mIAP act 0.91, APOBEC3A inh -4 and mIAP inh 9.
For COCCCNC(=O)C1CC(=O)N(c2ccc(C)cc2)C1 (stereo not given) the results were HKDC1 inhibitor -10, hIAP block -34, PfG6PD inh 9, hIAP act 1.3, ATG4B inhibitor -7, mIAP act 1, APOBEC3A inh 0 and mIAP inh 0.
Screening CCc1nc(SCC(=O)Nc2ccc(F)cc2)c2c(=O)n(C)c(=O)n(C)c2n1 returned HKDC1 inhibitor 0, hIAP block -2, PfG6PD inh -12, hIAP act 1, ATG4B inhibitor 2, mIAP act 0.92, APOBEC3A inh -1 and mIAP inh 8.
`Cc1ccccc1N1CCN(C2CCCN(C(=O)CN3CCCC3=O)C2)CC1` (stereo not given) gave HKDC1 inhibitor -5, hIAP block -26, PfG6PD inh -12, hIAP act 1.3, ATG4B inhibitor 1, mIAP act 0.95, APOBEC3A inh -5 and mIAP inh 5.
Cc1cc(C)n(-c2ccc(Cl)c(C(=O)Nc3ccc(-c4nnc5n4CCCCC5)cc3)n2)n1 was read as HKDC1 inhibitor 5, hIAP block 9, PfG6PD inh -4, hIAP act 0.91, ATG4B inhibitor -9, mIAP act 0.94, APOBEC3A inh 10 and mIAP inh 6.
Screening CCC(OC(=O)c1cccs1)C(=O)NC1CCCCC1 (stereo not given) returned HKDC1 inhibitor 1, hIAP block -2, PfG6PD inh -17, hIAP act 1, ATG4B inhibitor -4, mIAP act 0.95, APOBEC3A inh -3 and mIAP inh 5.
Screening CC1=CCC[C@H]2[C@H](C1)C(=O)C[C@@H](C)[C@]2(C)CC/C(=C/CO)CO returned HKDC1 inhibitor -4, hIAP block 1, PfG6PD inh -6, hIAP act 0.99, ATG4B inhibitor -13, mIAP act 0.88, APOBEC3A inh -4 and mIAP inh 12.
For CC(Oc1ccc(Cl)cc1Cl)c1nc(-c2ccc(NC(=O)c3ccccn3)cc2)no1 (stereo not given) the results were HKDC1 inhibitor -12, hIAP block 13, PfG6PD inh 2, hIAP act 0.87, ATG4B inhibitor -6, mIAP act 0.91, APOBEC3A inh 1 and mIAP inh 9.
`CC(C)CC(C(=O)NCC1CCCO1)N(C(=O)Cn1nnc(-c2ccc(F)cc2)n1)c1ccccc1F` (stereo not given) gave HKDC1 inhibitor -8, hIAP block -2, PfG6PD inh 7, hIAP act 1, ATG4B inhibitor -10, mIAP act 1, APOBEC3A inh -3 and mIAP inh -1.
For Cc1cccn2c(=O)c(C=C(C#N)C#N)c(N3CCN(c4ccccc4)CC3)nc12 the results were HKDC1 inhibitor 8, hIAP block 0, PfG6PD inh -9, hIAP act 1, ATG4B inhibitor 24, mIAP act 1, APOBEC3A inh 0 and mIAP inh -2.
Screening Cc1cc(NC(=O)CCC(=O)N(CC(=O)NCC2CCCO2)c2ccccc2)no1 (stereo not given) returned HKDC1 inhibitor -6, hIAP block -8, PfG6PD inh -4, hIAP act 1.1, ATG4B inhibitor 4, mIAP act 1, APOBEC3A inh -5 and mIAP inh 0.
`COc1cc2c(-c3ccccc3)c(C)oc2cc1/C=N/NC(N)=S` gave HKDC1 inhibitor -7, hIAP block 9, PfG6PD inh 4, hIAP act 0.91, ATG4B inhibitor -15, mIAP act 1, APOBEC3A inh 0 and mIAP inh -3.
Cc1c(NS(=O)(=O)c2cc(C(=O)NCC3CCCO3)cc(Cl)c2Cl)c(=O)n(-c2ccccc2)n1C (stereo not given) was read as HKDC1 inhibitor -8, hIAP block 8, PfG6PD inh 3, hIAP act 0.92, ATG4B inhibitor 0, mIAP act 0.94, APOBEC3A inh 3 and mIAP inh 6.
Screening C/C(=N\NC(=O)c1ccc(F)cc1)c1ccc(N2CCOCC2)cc1 returned HKDC1 inhibitor -6, hIAP block -11, PfG6PD inh 0, hIAP act 1.1, ATG4B inhibitor -4, mIAP act 1, APOBEC3A inh 1 and mIAP inh -4.
Screening CC(C)(C)c1ccc(NC(=O)CN2C(=O)NC(C)(C3CC3)C2=O)cc1 (stereo not given) returned HKDC1 inhibitor 4, hIAP block 3, PfG6PD inh -3, hIAP act 0.97, ATG4B inhibitor -9, mIAP act 1, APOBEC3A inh -2 and mIAP inh 0.
For Cc1cc(SCC(=O)N2CCCC2)nc2ccccc12 the results were HKDC1 inhibitor 9, hIAP block 6, PfG6PD inh -19, hIAP act 0.94, ATG4B inhibitor -4, mIAP act 1, APOBEC3A inh 2 and mIAP inh 0.
O=C(O)C1c2ccccc2C(=O)N(Cc2ccc(F)cc2)C1c1ccncc1 (stereo not given) was read as HKDC1 inhibitor 0, hIAP block 11, PfG6PD inh -13, hIAP act 0.89, ATG4B inhibitor 2, mIAP act 0.98, APOBEC3A inh 10 and mIAP inh 2.
